Screening results (PubChem BioAssay)
Furin inhibitor – human furin inhibition; P09958; purified furin, fluorogenic substrate cleavage; inhibition, % at 30 µM; 0.061% of 220,000 active; in the data active = inhibition above about 25%; also: inactives centre near -15
Target sequence (P09958 108-714 limits assumed): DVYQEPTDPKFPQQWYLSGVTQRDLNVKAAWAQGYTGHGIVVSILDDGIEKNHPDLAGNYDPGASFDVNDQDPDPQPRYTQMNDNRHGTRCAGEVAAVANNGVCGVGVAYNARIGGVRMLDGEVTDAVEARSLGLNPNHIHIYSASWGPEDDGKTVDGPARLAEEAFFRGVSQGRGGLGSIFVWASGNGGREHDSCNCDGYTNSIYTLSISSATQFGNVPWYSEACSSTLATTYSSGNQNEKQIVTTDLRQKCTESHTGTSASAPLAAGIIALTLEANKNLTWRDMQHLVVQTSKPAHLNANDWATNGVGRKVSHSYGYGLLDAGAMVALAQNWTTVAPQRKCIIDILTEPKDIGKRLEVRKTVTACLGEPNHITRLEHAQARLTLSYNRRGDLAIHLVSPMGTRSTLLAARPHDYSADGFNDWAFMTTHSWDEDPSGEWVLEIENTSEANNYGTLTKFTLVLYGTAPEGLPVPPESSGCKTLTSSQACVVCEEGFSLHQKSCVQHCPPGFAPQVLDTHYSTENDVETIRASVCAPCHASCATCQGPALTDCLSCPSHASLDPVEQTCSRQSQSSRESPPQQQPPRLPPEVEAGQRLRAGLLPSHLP
BaF3 parental – parental Ba/F3 viability inhibition as JAK2V617F counter-screen. inhibition, % at 5.6 µM. CellTiter-Glo ATP luminescence. 1.1% of 220,000 active. AID 1486;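 active = inhibition above a per-campaign cutoff, the mean inhibition of all tested compounds plus 3 SD, cut at about 27% in these data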;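 also: 0% = DMSO wells and 100% = JAK Inhibitor I control wells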
RBBP9 inhibitor – blocks human serine hydrolase RBBP9. O75884. recombinant RBBP9, FP-Rh probe fluorescence polarization. inhibition, % at 7.94 µM. 0.2% of 220,000 active. AID 1515;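 active = inhibition above the campaign mean of all tested compounds plus 3 SD, cut at about 14% in these data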;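 also: plate controls were DMSO wells with RBBP9 for no effect and wells lacking RBBP9 protein for full effect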
Target sequence (O75884 whole entry, looked up): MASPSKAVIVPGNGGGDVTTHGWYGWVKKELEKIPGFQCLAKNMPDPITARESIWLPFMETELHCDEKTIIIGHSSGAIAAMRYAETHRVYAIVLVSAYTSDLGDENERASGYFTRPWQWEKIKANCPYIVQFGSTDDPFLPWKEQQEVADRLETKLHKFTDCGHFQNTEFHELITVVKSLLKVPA
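Measured by – fluorescence polarization · Test system – RBBP9 protein · Input – 2.5 µM RBBP9 dispensing solution, before mixing · Measure – percent inhibition from mP, scaled between DMSO and no-protein wells · Benchmarks – DMSO-treated enzyme wells and wells lacking RBBP9 · Times – preincubation 30 min plus labeling 45 min at 25 °C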
NCF1 inh – blocks human p47phox regulatory protein of NADPH oxidases | p47phox/p22phox peptide binding, fluorescence polarization, 2 h | inhibition, % at 24.7 µM | 0.53% of 220,000 active | AID 1274;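 active = inhibition above about 30%, limit read from the data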;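 also: 0% = p47phox with labelled peptide and 100% = labelled peptide alone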
Ba/F3 V617F tox – reduce viability of Ba/F3 cells dependent on JAK2V617F. inhibition, % at 5.6 µM. Ba/F3 EpoR-JAK2V617F viability, ATP luminescence. 1.1% of 220,000 active;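 active = inhibition above the campaign mean plus 3 SD over all tested compounds, cut at about 24% in these data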;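 also: cytokine-independent growth of Ba/F3 cells driven by EpoR plus mutant JAK2; 0% = DMSO-treated cells and 100% = JAK inhibitor I control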
PPC-1+TRAIL kill – kills PPC-1 cancer cells in the presence of TRAIL | PPC-1 cells + TRAIL, ATPLite viability luminescence | cell killing (% activity), % at 4 µM | 0.41% of 220,000 active;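 active = cell killing above 50% in the first pass at 4 µM, then a duplicate retest at 5 µM averaging 50% or more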;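 also: plate controls were cells with TRAIL plus DMSO for no effect and medium-only wells lacking cells for full effect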
PGE2 EP2 inh – inhibitors of human EP2 prostaglandin E2 receptor; P43116; C6 glioma cells expressing human EP2, cAMP TR-FRET; cells stimulated with saturating PGE2; inhibition, % at 25 µM; 0.52% of 260,000 active; AID 1422;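 active = percent inhibition above 40 after rounding to a whole number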;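 also: rat C6 glioma host cells with rolipram phosphodiesterase inhibitor present; the protocol text gives 20 µM as final concentration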
TbHK1 inh – T. brucei hexokinase 1 inhibition | recombinant TbHK1, G6PDH-coupled NADH A340 | inhibition, % at 10 µM | 0.11% of 220,000 active;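 active = inhibition of 50% or more in the single-dose primary screen; inactive = inhibition below 50%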
p97 inhibitor – human p97 ATPase inhibition; P55072; recombinant p97 ATPase, Kinase-Glo ATP luminescence, 3 h; inhibition, % at 8 µM; 0.42% of 220,000 active; in the data active = inhibition above about 15%;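 also: 0% = DMSO vehicle and 100% = wells lacking enzyme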
The depositor's hits bear a star; x = not tested or not shown; & = joins results of further samples; [ ] = another dose, or the depositor's remark.

SMILES	Furin inhibitor	BaF3 parental	RBBP9 inhibitor	NCF1 inh	Ba/F3 V617F tox	PPC-1+TRAIL kill	PGE2 EP2 inh	TbHK1 inh	p97 inhibitor
NS(=O)(=O)c1cccc(NC(=O)c2cc(-c3cccs3)nc3ccccc23)c1	-10	-1	-16	-16	1	10	14	-15	9
O=S(=O)(Nc1cc(C(F)(F)F)ccc1N1CCOCC1)c1ccc2ccccc2c1	-16	5	-1	-14	1	26	21	-23	-2
COc1cc(C)nc(OCCNC(=O)COc2ccc(Cl)cc2Cl)n1	-16	6	0	-9	-3	20	16&14	5	-2
Cc1cc(NC(=O)CSc2ncnc3sccc23)no1	-26	5	-5	-6	0	11	4	1	4
O=C(NCc1cccs1)Nc1cccs1	-20	5	-9	10	1	16	15	0	-3
COC(=O)C(C(=O)OC)c1ccc(NC(=O)c2cccc(Cl)c2)cc1	-22	3	0	-15	3	29	9	2	-1
Cc1cc(C)cc(NC(=S)N=Nc2c(O)n(C)c3ccc(S(=O)(=O)N4CCOCC4)cc23)c1	-1	-2	4	6	0	7	10	-14	3
COc1cccc(C(=O)Cn2c(NCCO)nc3ccccc32)c1	-7[20 µM]	3	-3	-4	1	11	12	-6	-3
Cc1cc(-c2nnc3n2CCCCC3)c(C)n1-c1ccccc1	-22	3	-5	-12	-2	-12	7	1	2
COc1ccc(-c2nnnn2-c2ccccc2OC)cc1	-24	0	-3	-23	-3	-10	5	4	0
CC(C)(C)NC(=S)NNC(=O)[C@H]1C[C@@H]1c1ccccc1	-15	-3	-10	-12	-2	-4	7	-6	0
COc1ccccc1Oc1ccc(N/C=C/C(=O)c2ccc(C)o2)cc1	-12	12	6	-60	-3	5	6	-13	5
COc1ccc(N2C(=O)CC(N3CCN(C(=O)c4ccco4)CC3)C2=O)cc1 (stereo not given)	-31	6	-8	-33	-1	x	5	-6	4
COc1ccc(CCN2C(=O)CC(Nc3ccc(N4CCOCC4)cc3)C2=O)cc1OC (stereo not given)	1[20 µM]	3	8	-7	2	24	8	3	3
CCC1=Nc2cc(C(=O)NCCCOC(C)C)ccc2Sc2ccccc21	-24[20 µM]	5	-2	-22	-2	-10	12	-16	-4
O=C(Nc1nnc(-c2ccccc2)o1)c1cc(-c2cccs2)nc2ccccc12	-6	6	-10	-24	-2	28	12	-9	8
CCOc1ccc(S(=O)(=O)/N=C(/c2ccccc2)N(C)C)cc1	-19	5	-6	-14	-1	0	8	3	3
O=C(/C=N/O)NCCCN1CCOCC1	-26	0	-2	-9	-2	6	2	2	2
C1CCN(C2CCN(c3nc4nonc4nc3N3CCSCC3)CC2)C1	2	6	0	-3	3	12	3	-26	2
COc1ccc(C2C(C(=O)c3sc(C)nc3C)=C(O)C(=O)N2CCCn2ccnc2)cc1OC (stereo not given)	2	0	-1	-5	-2	6	4	-19	3
COc1cc(/C=N/NC(=O)c2[nH]nc3c2CCc2ccccc2-3)ccc1O	-18	6	-7	-23	-2	31	3	-10	8
CCOC(=O)c1c(C)[nH]c(C=O)c1Cc1cccc(Cl)c1	-16	0	-7	-11	-2	10	7	-1	-1
O=C(NC(=S)Nc1ccc(N2CCN(C(=O)c3ccccc3)CC2)cc1)c1cccs1	-16	1	1	1	-2	10	9	-5	0
C=CCSC(=C(C#N)C#N)c1cc2c([nH]1)CCCC2	2[20 µM]	-6	-8	-20	-4	13	3	-4	5
COCC(C)NC(C(=O)Nc1cccc(C(C)=O)c1)c1ccccc1 (stereo not given)	-13	-3	-4	-10	-3	5	4	-2	4
Clc1cccc(CNc2nnnn2-c2ccccc2)c1	-20[20 µM]	8	-8	-5	2	19	9	-2	-1
Cc1ccccc1Oc1nc2ccccc2n2cnnc12	-23	3	-2	2	-3	13	4	3	9
CC(C)CCNC(=O)C12CN(Cc3ccccc3)CC1C(c1cccc([N+](=O)[O-])c1)=NO2 (stereo not given)	-18[20 µM]	3	0	12	0	8	4	-5	-3
C=CCN(C(=O)CSc1nc2c(sc3ccccc32)c(=O)n1CCN(CC)CC)c1ccccc1	-29	1	0	-27	-4	-5	2	-13	-1
CCC(=O)Nc1ccc(C(=O)NNC(=O)c2ccccc2)cc1	-25	6	3	-8	-4	1	5	-3	7
Cc1cc(OCc2nc(-c3ccncc3)no2)cc(C)c1Cl	-19	5	-4	-6	3	x	1	5	-8
Nc1ccc2nc(SCc3ccccc3F)sc2c1	-15	6	-6	-8	1	9	11	-1	5
CCN(CC)c1ccc(NS(=O)(=O)c2ccc3c(c2)oc(=O)n3C)c(C)c1	-12	8	-4	-13	3	27	12	2	-8
COc1ccc(/C=C(\NC(=O)c2cccs2)C(=O)Nc2ccccc2C)cc1OC	-4	0	0	-1	-5	18	9	-20	6
COc1ccc(-c2csc(Nc3ccccc3)n2)cc1	-22	2	-6	-16	-2	5	6	-1	2
CN(C(=O)COC(=O)c1cn(-c2ccccc2)nc1-c1ccccc1)C1CCS(=O)(=O)C1 (stereo not given)	-15	1	-8	-5	-1	13	6	-3	-3
CCCCCCCC(=O)Nc1ccc(C(=O)N/N=C/c2cccc([N+](=O)[O-])c2)cc1	-13[20 µM]	2	-4	16	0	20	6	-5	3
COCCN(CCOC)c1ncc(Cl)c(C(=O)c2c(C)cc3ccccn23)n1	-15	-1	-14	-1	-4	-11	2	-8	3
Cc1cc(CNC(=O)c2cccc([N+](=O)[O-])c2C)c2ccccc2n1	-6	2	0	0	0	20	16	-12	9
C=CCc1cc(/C=C2/NC(=S)NC2=O)cc(OC)c1O	-2[20 µM]	2	-12	-83	0	22	x	-23	7
O=C(c1ccc(Cl)c(S(=O)(=O)NCc2ccco2)c1)N1CCN(c2ccccc2F)CC1	-12[20 µM]	7	2	-10	0	-15	12	-3	-2
CC(c1ccon1)N(C)C(=O)CCc1nnc(C2(c3ccc(Cl)cc3)CCC2)o1 (stereo not given)	-17	1	3	4	-1	1	2	-1	4
Cc1ccc(CN2C(=O)CCC2C(=O)NCCCN2CCCC(C)C2)cc1 (stereo not given)	-13[20 µM]	-2	-9	-7	-5	-6	-2	1	5
COc1ccc(CCN(Cc2cccs2)S(=O)(=O)c2ccc(S(=O)(=O)N3CCCCCC3)cc2)cc1OC	-6	9	2	-7	2	0	5	-3	-5
COCCCNC(c1ccccc1)c1ccncc1 (stereo not given)	-30	7	-4	-2	-1	23	18	7	4
CCN1C(=O)N(CC)C2C1N(CO)C(=O)N2CO (stereo not given)	-23	-1	-12	-7	2	27	5	3	0
COc1cc(C2NC(=O)CS2)cc(OC)c1OC (stereo not given)	-13	7	-8	-1	5	3	7	3	3
Cn1nc(C(=O)NC2CCCc3ccccc32)ccc1=O (stereo not given)	-22	5	-2	7	2	15	4	-8	0
CCN1CCc2nc3ccccc3c(C(=O)Nc3ccc(NC(C)=O)cc3)c2C1	-14	-3	-5	-12	-2	0	-1	3	-1
COc1ccccc1NS(=O)(=O)c1ccc(N/N=C/C=C/c2ccccc2[N+](=O)[O-])c([N+](=O)[O-])c1	10	-2	-2	-29	1	11	4	-10	0

The results go on:
SMILES	Furin inhibitor	BaF3 parental	RBBP9 inhibitor	NCF1 inh	Ba/F3 V617F tox	PPC-1+TRAIL kill	PGE2 EP2 inh	TbHK1 inh	p97 inhibitor
NCCCCCc1nnc(SCc2ccc(Cl)cc2Cl)o1	-11[20 µM]	0	-4	5	0	-12	4	9	-1
Oc1ccc(/C=N/Nc2nccnc2Cl)c(O)c1	-13[20 µM]	8	-4	-14	32*	36	8	-25	-5
CCN(CC)S(=O)(=O)c1cc(C(=O)n2cccn2)c(Cl)cc1Cl	-2[20 µM]	8	2	-7	6	-1	-3	6	-5
Cc1cc(-c2ccco2)n(CC(=O)NCc2ccco2)n1	-28	4	-5	0	-1	-2	15	-6	-6
CCSc1ncnc2c1sc1nc(-c3ccco3)c3c(c12)CC(C)(C)OC3	4[20 µM]	0	-1	-16	-2	2	x	-1	3
CCOCCOC(=O)C1=C(C)N(C)C(=O)NC1c1ccccc1F (stereo not given)	-10[20 µM]	2	-3	1	-2	-1	7	-6	4
CC(C)C(=O)Nc1nc(-c2ccc([N+](=O)[O-])cc2)cs1	-7	4	-8	-8	2	16	1	-10	-1
O=C(CC1Sc2ccccc2NC1=O)NCc1cccc(Cl)c1 (stereo not given)	-23	6	-7	-12	2	-4	3	-2	3
CCN1CCN(C(c2cccs2)C(C)NC(=O)c2c(F)cccc2F)CC1 (stereo not given)	-23	3	-4	-13	7	-10	3	1	0
CC1CC(C)(C)NC(=S)N1CC(=O)N1CCN(Cc2ccccc2)CC1 (stereo not given)	-22	8	-1	-7	1	-4	7	-1	2

An excerpt, so the mix of outcomes need not match the whole.
